Epigenetic derep = epigenetic control regulation, reporter derepression; Potency, µM (highest dose often 53.9 µM), for inactives: at the top dose GFP activation, actives largely listed as activators; 0.2% of 280,000 active; murine LDR cells, GFP reporter derepression, 30 h; active = well fitted activation curve with a large enough effect; inconclusive = small, poorly fitted or top-dose-only effect; note: % of control where 0% means no effect; nearly all actives have a fitted effect of over 60% in size
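Derepression of a silenced CMV-GFP reporter in murine LDR cells is scored by enumerating GFP-positive cells with a laser-scanning microplate cytometer after 30 hours of treatment at 37 C.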
An asterisk follows results filed as active; ? = inconclusive. Potency is the fitted concentration of half-maximal effect. A portion of the library; the hit share may differ from the screen's.

SMILES	Epigenetic derep
Cn1c(=O)cc(SCC(=O)NCCc2ccc(Cl)cc2)c2cc(Cl)ccc21	-1.1%
COCCNS(=O)(=O)c1cc(-c2nn3c(C)nnc3c3ccccc23)ccc1C	-1.1%
CCCCC(=O)Nc1c(C(=O)N2CCN(c3ccccc3F)CC2)oc2ccccc12	-3.4%
O=C(Nc1ccc(Br)cc1F)c1cc(S(=O)(=O)NC2CCCCC2)ccc1F	0.5%
CSc1ncc(C(=O)N2CCN(c3ccc(Cl)cc3)CC2)c(C)n1	0.0%
O=C(NCc1ccc(Cl)cc1)C(=O)Nc1cccc(Br)c1	-0.3%
Cc1ccc(Cl)cc1NC(=O)CN1C(=O)c2cccc3cccc1c23	0.0%
O=C(NCc1cccc(F)c1)c1cccc(NC(=O)c2nsc3ccccc23)c1	-1.6%
CCOc1ccc(NC(=O)N2CCN(Cc3cc(=O)n4nc(-c5ccc(OC)cc5)sc4n3)CC2)cc1	-1.3%
COc1ccc(NC(=O)CCNS(=O)(=O)c2ccc3c(c2)CCCC(=O)N3)cc1Cl	-1.3%
COc1ccc(OCC(=O)Nc2nc(-c3ccc(Br)cc3)ns2)cc1	3.2%
CCCCN(CCCC)S(=O)(=O)c1ccc2oc(C(=O)NCc3ccc(C)cc3)c(C)c2c1	2.4%
Cc1ccc(-c2cn3c(n2)sc2cc(C(=O)NCCCN4CCCCCC4)ccc23)cc1	1.1%
COc1ccc(OC)c(NC(=O)C2Cc3ccccc3CN2S(=O)(=O)c2ccc(F)cc2)c1 (centres undefined)	-1.0%
CCSc1oc(-c2ccc(F)cc2)nc1S(=O)(=O)c1ccc(C)cc1	6.6%
COc1cccc(CC(=O)NCc2ccc3c(c2)CCN3C(C)=O)c1	2.6%
Cc1c(Cl)cccc1N1CC(c2nc3ccccc3n2Cc2ccccc2F)CC1=O (centres undefined)	-1.1%
CCOc1ccccc1CNC(=O)c1ccc2nc(Cc3ccc(OC)cc3)oc2c1	-1.7%
Cc1ccc2c(c1)c(=O)c(C(=O)c1ccc3c(c1)OCO3)cn2Cc1cccc(F)c1	-1.1%
COc1cccc(C2C(=O)N(C3CCCCC3)CC(=O)N2CCc2ccc(OC)c(OC)c2)c1 (centres undefined)	0.0%
Cc1cccc(-c2nnc(SCC(=O)Nc3ccc(C)c(C)c3)o2)c1	4.3%
O=C(Cn1nc(-c2ccccc2)nc(Cc2ccccc2)c1=O)Nc1ccc(Cl)cc1	2.6%
COc1ccc(NC(=O)C(=O)NCCc2ccccc2)cc1OC	0.0%
Cc1ccc(CNC(=O)Cn2c(-c3cccs3)cc3cc(Cl)ccc32)cc1	0.0%
Cc1ccc([N+](=O)[O-])cc1S(=O)(=O)N1CCn2cccc2C1c1ccc(F)c(F)c1 (centres undefined)	-2.6%
Cn1nnnc1SCCNCc1ccccc1OCc1ccccc1F	-2.7%
COC(=O)c1ccccc1NC(=O)CSc1c2c(nc3ccc(Cl)cc13)CCCC2	-0.8%
Cc1cccc(NC(=O)N2CCC(CN3CCc4ccccc4C3)CC2)c1C	-1.2%
COc1ccc(OC)c([C@@H]2Nc3ccc(C(=O)O)cc3[C@@H]3C=CC[C@@H]32)c1	-0.2%
CCc1ccc2occ(CC(=O)Nc3c(C(=O)c4ccccc4)oc4ccccc34)c2c1	-1.9%
Cc1nc(NC(=O)c2c(-c3ccccc3)c(-c3ccccc3)nn(C)c2=O)sc1C	-0.3%
O=C(NCC(c1cccs1)S(=O)(=O)c1cccs1)c1c(F)cccc1F (centres undefined)	-2.8%
O=C(c1cnc(N2CCOCC2)c2ccccc12)N1CCN(c2ccc(F)cc2)CC1	0.0%
Cn1c(=O)c2c(ncn2CC(=O)Nc2cccc(C(F)(F)F)c2)n(C)c1=O	-1.6%
COC(=O)c1ccc(NS(=O)(=O)c2ccc(-n3cccn3)cc2)cc1	0.6%
CCCCC12CN3CC(C)(CN(C1)C3c1ccc(O)c(OC)c1)C2=O (centres undefined)	-4.3%
O=C(Nc1ccccc1)c1nc[nH]c1C(=O)O	0.0%
CCOC(=O)c1c(C)[nH]c(C)c1S(=O)(=O)N1CCC(C(=O)NCc2cccc(OC)c2)CC1	-1.7%
COc1cccc(CNC(=O)c2ccc3oc(=O)n(Cc4ccccc4)c3c2)c1	-3.4%
CC(=O)c1cccc(NC(=O)CSc2nc(=O)n(Cc3ccco3)c3c2CCC3)c1	2.1%
COc1ccc(-c2nc(SCC(=O)Nc3ccc4c(c3)OCO4)c(-c3ccc(F)cc3)[nH]2)cc1OC	5.9%
CCc1nn2c(=O)c(S(=O)(=O)Nc3ccc(OC)c(Cl)c3)c(C)nc2s1	0.7%
Cc1cccc(CCNC(=O)C2CCN(c3nc4ccccc4nc3C(F)(F)F)CC2)c1	0.2%
Cc1ccc(NC(=O)CN2C(=O)c3cccnc3Sc3ccccc32)cc1C	0.0%
Cc1ccc(Cl)cc1-n1c(=O)cc(N2CCN(c3ccccc3)CC2)[nH]c1=O	0.8%
Cc1ccc(COC(=O)c2ccc(-c3nnn(Cc4ccc(C)cc4)n3)cc2)cc1	-1.1%
O=C(NCC(c1cccnc1)N1CCOCC1)C(=O)Nc1ccc(Cl)cc1 (centres undefined)	1.4%
Cc1cc(C)c2c(CC(=O)Nc3nnc(CC(C)C)s3)coc2c1	-1.9%
COc1ccccc1N1CCN(C(=O)COc2ccccc2C#N)CC1	0.8%
CC(=O)N1CCCC1c1nc2ccccc2n1Cc1ccccc1Cl (centres undefined)	-2.4%
Cc1ccc(Cl)cc1N1CCN(C(=O)CCCCCn2c(=O)[nH]c3ccccc3c2=O)CC1	0.0%
CC(NC(=O)Cn1ccc2cc(S(=O)(=O)N3CCCCCC3)ccc21)c1ccccc1 (centres undefined)	-2.7%
CCOCCn1ccc2c(OCC(=O)Nc3ccc(OC(F)(F)F)cc3)cccc2c1=O	4.6%
CCOc1cc(C2NC(=O)c3c(sc4c3CCN(C)C4)N2)ccc1OC(=O)c1ccccc1Cl (centres undefined)	-6.2%
O=C(NCc1ccccc1)C(=O)NCC(c1cccs1)S(=O)(=O)c1cccs1 (centres undefined)	5.0%
Cc1ccc(Oc2c(C(F)(F)F)oc3c(CN4CCCCC4C)c(O)ccc3c2=O)cc1 (centres undefined)	-0.8%
Cc1cccc(NC(=O)c2oc3ccccc3c2NC(=O)Cc2coc3cc(C)cc(C)c23)c1	1.1%
COc1ccc(-c2cc(C(F)(F)F)nc(SCCC(=O)Nc3ccc(O)cc3)n2)cc1	0.8%
CCC(C)(C)NC(=O)C1CCC(CNS(=O)(=O)c2ccc3c(c2)CC(C)N3C(C)=O)CC1 (centres undefined)	1.7%
Cc1ccc(N2CCn3c2nc2c3c(=O)n(CCCc3ccccc3)c(=O)n2C)cc1	0.8%
Next structures follow.
SMILES	Epigenetic derep
COc1cc(C2CC(=O)N(c3ccc(C)c(Cl)c3)C3=C2C(=O)OC3)cc(OC)c1OC (centres undefined)	-0.2%
CCOc1ccc(C(=O)NCCc2sc(-c3ccc(F)cc3)nc2C)cc1	1.5%
CCC(=O)N1CCc2cc(Br)cc(S(=O)(=O)N3CCCC(C(=O)NCc4ccccc4)C3)c21 (centres undefined)	-1.8%
Cc1ccc(-n2cnc3cc(C(=O)NC4CCCCCC4)ccc32)c(C)c1	9.6%
Cc1ccc2c(=O)cc(C(=O)Nc3c(C(=O)c4ccccc4)oc4ccccc34)oc2c1C	3.7%
CCOc1ccc(-c2cc3c(=O)n(Cc4nc(-c5ccc(OC)cc5OC)oc4C)ccn3n2)cc1Cl	1.8%
O=C(Nc1cc2c(cc1C(=O)c1ccccc1Cl)OCCO2)c1ccccc1	3.2%
O=C(NCc1ccccc1Cl)C(=O)NCC(c1cccs1)S(=O)(=O)c1cccs1 (centres undefined)	3.5%
Cc1cccc(N2CCN(c3ccc(C(=O)O)cc3NC(=O)c3cccc(Cl)c3)CC2C)c1 (centres undefined)	-3.8%
COc1ccc(-c2cc(C(=O)NCCc3ccc(OC)c(OC)c3)c3ccccc3n2)cc1	0.3%
Cc1ccc(CN(C(=O)COc2ccc([N+](=O)[O-])cc2)c2ccccn2)cc1	7.3%
Cc1ccc(-n2c(=O)c3c(C)c(C(=O)N(C)C)sc3n(CC(=O)C(C)(C)C)c2=O)cc1C	2.6%
O=c1oc2ccc(Br)cc2cc1-c1csc(-c2ccccc2)n1	-1.3%
COc1ccc(C2C(C(=O)Nc3ccccc3)=C(C)Nc3nc(-c4ccc(Cl)cc4)nn32)cc1 (centres undefined)	1.0%
COc1ccc(NC(=O)N2CCc3c(sc4c3CCCC4)C2c2ccc(F)cc2)cc1 (centres undefined)	-2.9%
CCOc1ccccc1NC(=O)CSc1nnc(CC)c(CC)n1	9.9%
COc1ccc(OC)c(S(=O)(=O)NCCc2sc(C)nc2C)c1	1.1%
CCCOc1ccc(OC(=O)c2ccc(-c3ccc(CCC)cn3)cc2)cc1	-1.6%
Cc1nc(-n2nc(C)c(Cc3ccc4c(c3)OCO4)c2C)sc1C(=O)Nc1ccc(Cl)cc1	-3.2%
CCOC(=O)c1c(C)[nH]c(C)c1S(=O)(=O)N1CCC(C(=O)N2CCN(c3ccccc3F)CC2)CC1	-1.3%
O=C(NCc1ccccc1Cl)c1ccc2c(c1)NC(=O)C(CS(=O)(=O)Cc1ccc(F)cc1Cl)N2 (centres undefined)	-1.0%
C=C(C)Cn1c(SCC(=O)Nc2cc(C)ccc2C)nc2sc3c(c2c1=O)CCCC3	?
CCC1CN(C(=O)N2CCC(C(=O)NCCc3ccc(OC)cc3OC)CC2)c2cc(C)ccc2O1 (centres undefined)	1.4%
CCN1CCSc2ccc(C(=O)NC(C)c3ccccc3)cc21 (centres undefined)	-1.7%
Cc1ccc(-n2c(C)cc(/C=C(\C#N)C(=O)Nc3ccc(C)c(C)c3)c2C)cc1	-1.1%
O=C(Cn1cc(SCc2ccccc2F)c2ccccc21)N1CCCCCC1	2.1%
COc1ccc(-c2nc(CSc3nnc(C)n4c3cc3oc(C)cc34)c(C)o2)cc1OC	0.2%
CCOC(=O)c1cc(-c2ccccc2)n(CC(=O)NCc2ccccc2)c1C	-0.6%
CCOc1ccc(CCNC(=O)Cn2ncn3c(cc4sc(C)cc43)c2=O)cc1OCC	2.4%
COc1ccc(N2C(=O)C(CC(=O)Nc3ccc(F)cc3)N(CCC3=CCCCC3)C2=O)cc1 (centres undefined)	6.0%
CCOc1ccc(CCNC(=O)C2CCN(Cc3nc(-c4ccccc4C)oc3C)CC2)cc1OCC	-1.1%
CCCN1C(C(=O)c2ccccc2)=C(OC(=O)COc2ccccc2)c2ccccc2S1(=O)=O	5.6%
Cc1cc(C)cc(Nc2ncnc3onc(-c4ccc(F)cc4)c23)c1	-0.2%
CCCCOc1ccc(C(=O)NCc2cn3cccc(C)c3n2)cc1	13%
Cn1nc(-c2ccccc2F)c2cc(C(=O)NCc3cccc(Cl)c3)sc21	-1.4%
Cc1ccc(-c2nn(CC(=O)NC3CCCC3)c3c2cnc2ccc(F)cc23)cc1C	0.0%
Cc1ccccc1-c1nc(CN2CCCC(C(=O)NCc3ccc(Cl)cc3)C2)c(C)o1 (centres undefined)	5.6%
COc1ccc(-c2c(C)nn3c(C(F)(F)F)cc(-c4ccccc4)nc23)cc1	11%
Cc1ccc(-n2ncc(C(=O)NCc3ccc4c(c3)OCO4)c2C2CCN(C(=O)OC(C)(C)C)CC2)cc1C	1.1%
CCOc1ccc(C(=O)Nc2cccc(-c3nc4cc(Cl)cc(Cl)c4o3)c2)cc1	-0.5%
COc1ccc(OC)c(CCNC(=O)C2=C(C)C(=O)OC23CCC(C)CC3)c1 (centres undefined)	0.0%
CCCOc1ccc(NC(=O)CC2C(=O)N(c3ccc(C)cc3)C(=O)N2C(C)C)cc1 (centres undefined)	0.0%
CC(=O)Nc1cc(C(=O)NCc2ccc(C)cc2)ccc1Sc1ccc(C)cc1	3.8%
Cc1ccc(CNC(=O)CCCN2C(=O)CCn3nc(-c4cccn4C)cc32)cc1	1.7%
Cc1nc2ccc(S(=O)(=O)NCC(=O)Nc3ccc(C)c(Cl)c3)cc2s1	-4.1%
Cc1cccc(-n2ncc(C(=O)N3CCN(C4CCCCC4)CC3)c2C2CCN(C(=O)OC(C)(C)C)CC2)c1	0.8%

A draw from above in order of length of the SMILES, smallest number first:
SMILES	Epigenetic derep
CCCCOc1ccc(C(=O)NCc2cn3cccc(C)c3n2)cc1	13%
Cc1cc(C)cc(Nc2ncnc3onc(-c4ccc(F)cc4)c23)c1	-0.2%
Cn1nc(-c2ccccc2F)c2cc(C(=O)NCc3cccc(Cl)c3)sc21	-1.4%
CC(=O)Nc1cc(C(=O)NCc2ccc(C)cc2)ccc1Sc1ccc(C)cc1	3.8%
Cc1nc2ccc(S(=O)(=O)NCC(=O)Nc3ccc(C)c(Cl)c3)cc2s1	-4.1%
COc1ccc(OC)c(CCNC(=O)C2=C(C)C(=O)OC23CCC(C)CC3)c1 (centres undefined)	0.0%
COc1ccc(-c2c(C)nn3c(C(F)(F)F)cc(-c4ccccc4)nc23)cc1	11%
Cc1ccc(-c2nn(CC(=O)NC3CCCC3)c3c2cnc2ccc(F)cc23)cc1C	0.0%
Cc1ccccc1-c1nc(CN2CCCC(C(=O)NCc3ccc(Cl)cc3)C2)c(C)o1 (centres undefined)	5.6%
CCCOc1ccc(NC(=O)CC2C(=O)N(c3ccc(C)cc3)C(=O)N2C(C)C)cc1 (centres undefined)	0.0%
CCOc1ccc(CCNC(=O)C2CCN(Cc3nc(-c4ccccc4C)oc3C)CC2)cc1OCC	-1.1%
CCCN1C(C(=O)c2ccccc2)=C(OC(=O)COc2ccccc2)c2ccccc2S1(=O)=O	5.6%
COc1ccc(N2C(=O)C(CC(=O)Nc3ccc(F)cc3)N(CCC3=CCCCC3)C2=O)cc1 (centres undefined)	6.0%
Cc1ccc(-n2ncc(C(=O)NCc3ccc4c(c3)OCO4)c2C2CCN(C(=O)OC(C)(C)C)CC2)cc1C	1.1%
